Bioassay records deposited in PubChem by several laboratories.
BoNT A protease: inhibitors of Botulinum neurotoxin A light chain protease | inhibition, % at 10 µM | multiplex microsphere protease substrate cleavage, flow cytometry | actives 0.17% (n = 360,000) | AID 588499; also: plate controls were buffer without enzyme for full effect and enzyme alone for no effect
SARS 3CLpro inh: SARS-CoV 3CLpro protease inhibition. actives 0.14% (n = 290,000). recombinant SARS-CoV 3CLpro, quenched FRET peptide cleavage. inhibition, % at 6 µM; in the data active = inhibition above about 12%
PriA SSB inh: inhibitors of Klebsiella pneumoniae PriA binding to SSB C-terminal tail. AlphaScreen SSBct-PriA binding, biotinylated peptide. inhibition, % at 33 µM. actives 0.6% (n = 430,000). AID 1272365; in the data active = inhibition mostly above about 37%, no sharp cut-off; inactive = mostly below about 20%;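 also: plate controls were negative control peptide for no effect and reference peptide for full effect; strong numbers were not always called active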
PrPC TRFRET: reduces human prion protein on the cell surface; actives 0.43% (n = 370,000); cell surface PrPC, TR-FRET read-out; AID 720596; inhibition, % at 13.8 µM; P04156; in the data active = inhibition above about 24%; also: 0% = median of the test wells and 100% = reference compound wells
Y pestis TopoI: inhibitors of Yersinia pestis topoisomerase I; Y. pestis Topo-I cleavage product accumulation, plate reader; activity, % at 10 µM; actives 0.064% (n = 360,000); in the data active = activity above about 50%, passing the limit was not always enough; also: inactives centre near 2
Anthrax LF prot: anthrax lethal factor protease inhibition | actives 0.12% (n = 360,000) | P15917 | inhibition, % at 10 µM | multiplex microsphere protease cleavage assay, LF; also: plate controls were buffer without enzyme for full effect and enzyme alone for no effect
BH1578 lux ind: quorum light induction in luxS cqsA deficient V. cholerae | V. cholerae BH1578 lux reporter, luminescence, 6 h | actives 0.16% (n = 350,000) | activation, % at 18.7 µM; in the data active = activation mostly above about 9.7%, no sharp cut-off; also: not every result past the cut was called active; inactives centre near 0; reference of the scale not given here
TcdB GH inh: inhibitors of Clostridioides difficile toxin B glycohydrolase. P18177. TcdB glycohydrolase enzymatic assay, plate reader. inhibition, % at 9.99 µM. actives 0.24% (n = 350,000). AID 652162; in the data active = inhibition above about 10%
PfHsp40 yeast: rescue of PfHsp40-mediated yeast toxicity; S. cerevisiae expressing PfHsp40, growth rescue, ATP luminescence; growth rescue, % at 12.5 µM; actives 0.68% (n = 340,000); in the data active = growth rescue above about 28%, passing the limit was not always enough;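 also: yeast W303a lacking pdr1 and pdr3 grown in galactose medium; growth measured after three days at 30 °C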
* marks the source's active call; other numbers are inactive results. Rule as the data show it, unless noted: active = inhibition above about 30%; inconclusive = no clear call, values can overlap the other calls; inactive = below that. Only part of the results is shown; the hit share may differ from the screen's.

What do the screens show for `COc1ccc(N2CC(O)(c3ccc(C)cc3)[N+]3=C2CCCC3)cc1` (stereo not drawn)?
BoNT A protease: -0.1; SARS 3CLpro inh: -2.3; PriA SSB inh: 2.7; PrPC TRFRET: 6.0; Y pestis TopoI: 1.5; Anthrax LF prot: 4.0; BH1578 lux ind: 2.9; TcdB GH inh: 1.7; PfHsp40 yeast: 0.1

What do the screens show for `Cc1nc(SCC(=O)c2ccccc2)[nH]c(=O)c1Oc1ccc(Cl)cc1`?
BoNT A protease: -0.8; SARS 3CLpro inh: -0.4; PriA SSB inh: -10.1; PrPC TRFRET: -1.9; Y pestis TopoI: 9.8; Anthrax LF prot: 1.4; BH1578 lux ind: -0.6; TcdB GH inh: 0.0; PfHsp40 yeast: -0.4

How did Cn1c(CCc2ccccc2)nnc1SCC(=O)N1CCOCC1 do in these assays?
BoNT A protease: 1.2; SARS 3CLpro inh: -0.6; PriA SSB inh: -8.1; PrPC TRFRET: -0.7; Y pestis TopoI: -2.0; Anthrax LF prot: -4.7; BH1578 lux ind: -0.3; PfHsp40 yeast: -0.1

Results for CCCCCOc1ccc(C(=O)CCC(=O)NNC(=O)c2ccncc2)cc1 ?
PriA SSB inh: 1.9; PrPC TRFRET: 6.6; Y pestis TopoI: 6.0; BH1578 lux ind: 0.5; TcdB GH inh: 2.9; PfHsp40 yeast: 1.4

Results for CCOc1cc(/C=N/NC(=O)C(=O)NCCCOC(C)C)cc(Br)c1O ?
BoNT A protease: -0.2; SARS 3CLpro inh: 2.9; PrPC TRFRET: 2.4; Y pestis TopoI: 3.3; Anthrax LF prot: 2.0; BH1578 lux ind: -0.3; PfHsp40 yeast: 1.2

How did CCOC(=O)c1c(C)oc2c1c(CN1CCN(C(=O)OCC)CC1)c(O)c1ccccc12 do in these assays?
BoNT A protease: -0.2; SARS 3CLpro inh: -0.5; PriA SSB inh: 23.9; PrPC TRFRET: -3.9; Y pestis TopoI: -4.6; Anthrax LF prot: -1.7; BH1578 lux ind: -0.4; TcdB GH inh: 1.6; PfHsp40 yeast: 0.6

How did CCc1nn(CC(=O)NC(C)CCc2ccccc2)c(=O)c2cc3occc3n12 (stereo not drawn) do in these assays?
BoNT A protease: 0.0; SARS 3CLpro inh: -0.5; PriA SSB inh: -5.7; PrPC TRFRET: -5.2; Y pestis TopoI: -2.5; Anthrax LF prot: -0.7; BH1578 lux ind: -0.3; TcdB GH inh: 0.6; PfHsp40 yeast: -0.1

How did COc1ccc(N2CC(O)(c3ccc(OC(F)F)cc3)[N+]3=C2CCCC3)cc1 (stereo not drawn) do in these assays?
BoNT A protease: 1.4; SARS 3CLpro inh: -3.6; PriA SSB inh: 7.1; PrPC TRFRET: -3.9; Y pestis TopoI: 4.8; Anthrax LF prot: -4.1; BH1578 lux ind: inactive; TcdB GH inh: 1.0; PfHsp40 yeast: 0.4

What do the screens show for `CCOCCCNC(=O)C(NC(=O)c1ccccn1)c1ccc(C)cc1` (stereo not drawn)?
BoNT A protease: 1.2; SARS 3CLpro inh: -8.7; PriA SSB inh: -13.5; PrPC TRFRET: 3.1; Y pestis TopoI: 2.9; Anthrax LF prot: -0.5; PfHsp40 yeast: 0.5

How did O=C(COc1ccc(S(=O)(=O)N2CCOCC2)cc1)N1CCN(c2ccccc2)CC1 do in these assays?
BoNT A protease: 1.3; SARS 3CLpro inh: -0.6; PriA SSB inh: 0.1; PrPC TRFRET: 4.7; Y pestis TopoI: 20.6; Anthrax LF prot: 1.7; BH1578 lux ind: inactive; TcdB GH inh: 1.2; PfHsp40 yeast: 0.2

What do the screens show for `O=C(C[C@@H]1C/C=C\CCC(=O)OC[C@@H]2CCCN2C1=O)NCCO`?
BoNT A protease: 1.0; PrPC TRFRET: -1.6; Y pestis TopoI: -1.3; Anthrax LF prot: 1.7; BH1578 lux ind: inactive; TcdB GH inh: 0.3; PfHsp40 yeast: -0.8

How did CN1C(=O)Nc2cccc3cccc1c23 do in these assays?
BoNT A protease: -2.7; SARS 3CLpro inh: 0.1; PriA SSB inh: -9.5; PrPC TRFRET: -1.8; Y pestis TopoI: -0.6; Anthrax LF prot: -5.7; BH1578 lux ind: -1.2; TcdB GH inh: 0.0; PfHsp40 yeast: 1.1

How did CN(C)S(=O)(=O)c1ccc(C(=O)NCc2ccco2)cc1 do in these assays?
BoNT A protease: -0.6; SARS 3CLpro inh: -2.8; PriA SSB inh: -8.6; PrPC TRFRET: -9.1; Y pestis TopoI: 2.7; Anthrax LF prot: -1.0; BH1578 lux ind: -0.4; TcdB GH inh: 1.2; PfHsp40 yeast: -0.3

Results for CC(=O)c1c(N2CCN(c3ccc(F)cc3)CC2)nc(=S)n(-c2ccccc2)c1C ?
BoNT A protease: 7.1; SARS 3CLpro inh: 2.6; PriA SSB inh: -12.4; PrPC TRFRET: 3.3; Y pestis TopoI: -0.7; Anthrax LF prot: -2.6; BH1578 lux ind: inactive; TcdB GH inh: -0.4; PfHsp40 yeast: 0.1

How did COc1ccc(/C=N/N2C(=O)c3ccccc3C2=O)cc1 do in these assays?
BoNT A protease: 1.8; SARS 3CLpro inh: 2.4; PrPC TRFRET: -1.5; Y pestis TopoI: -3.7; Anthrax LF prot: 0.2; BH1578 lux ind: 0.3; PfHsp40 yeast: 0.6

How did COCCN1C(=O)c2ccc(C(=O)Nc3cccnc3)cc2C1=O do in these assays?
BoNT A protease: -1.7; SARS 3CLpro inh: 1.1; PriA SSB inh: -12.5; PrPC TRFRET: 0.7; Y pestis TopoI: -5.8; Anthrax LF prot: -1.5; BH1578 lux ind: inactive; TcdB GH inh: -0.9; PfHsp40 yeast: 1.7

How did Cc1nc2ccccc2c2oc(C(=O)NCCCN3CC(C)CC(C)C3)cc12 (stereo not drawn) do in these assays?
BoNT A protease: 1.2; SARS 3CLpro inh: -4.8; PriA SSB inh: -9.6; PrPC TRFRET: -4.5; Y pestis TopoI: 3.2; Anthrax LF prot: -1.2; BH1578 lux ind: inactive; TcdB GH inh: -2.1; PfHsp40 yeast: 0.3

What do the screens show for `O=C(Nc1ccncc1)Nc1ccccc1Cl`?
BoNT A protease: 0.3; SARS 3CLpro inh: -1.8; PriA SSB inh: -12.7; PrPC TRFRET: 8.6; Y pestis TopoI: 6.7; Anthrax LF prot: -5.5; BH1578 lux ind: inactive; TcdB GH inh: 2.6; PfHsp40 yeast: -1.6

How did O=C(Cn1c(NCCCO)nc2ccccc21)c1cccc(Br)c1 do in these assays?
BoNT A protease: 1.0; SARS 3CLpro inh: -0.6; PriA SSB inh: 1.6; PrPC TRFRET: 1.7; Y pestis TopoI: -10.0; Anthrax LF prot: 2.9; PfHsp40 yeast: 0.6

How did COc1ccc(NC(=O)Cn2nnc(-c3ccccc3NC(=O)c3cccs3)n2)cc1 do in these assays?
BoNT A protease: -0.3; SARS 3CLpro inh: 3.2; PriA SSB inh: 2.4; PrPC TRFRET: 9.7; Y pestis TopoI: 20.0; Anthrax LF prot: -5.9; BH1578 lux ind: -0.1; PfHsp40 yeast: 64.7*

How did COc1ccc(-c2csc(NC(=O)CSC(C)C(=O)Nc3cc(C)on3)n2)cc1OC (stereo not drawn) do in these assays?
BoNT A protease: -0.4; PriA SSB inh: 8.5; PrPC TRFRET: 1.3; Y pestis TopoI: 4.1; Anthrax LF prot: 1.6; BH1578 lux ind: -0.4; TcdB GH inh: -0.5; PfHsp40 yeast: 0.6

How did Cc1nnc2ccc(-c3ccc(NS(=O)(=O)c4ccc(F)cc4F)cc3)nn12 do in these assays?
BoNT A protease: -2.9; PriA SSB inh: -3.8; PrPC TRFRET: -11.1; Y pestis TopoI: -10.3; Anthrax LF prot: 2.2; BH1578 lux ind: -0.9; TcdB GH inh: 0.1; PfHsp40 yeast: 3.2

Results for O=S(=O)(CCc1nc2ccccc2[nH]1)c1ccc(Cl)cc1 ?
BoNT A protease: 0.5; SARS 3CLpro inh: 3.6; PriA SSB inh: -4.8; PrPC TRFRET: 8.3; Y pestis TopoI: -6.0; Anthrax LF prot: -0.1; BH1578 lux ind: 11.2; TcdB GH inh: -0.2; PfHsp40 yeast: -0.5

What do the screens show for `CCOc1ccc(NC(=O)CN(C)C(=O)CC2CC3CCC2C3)cc1OCC` (stereo not drawn)?
BoNT A protease: -0.9; SARS 3CLpro inh: -6.1; PriA SSB inh: 12.1; PrPC TRFRET: 2.5; Y pestis TopoI: 21.2; Anthrax LF prot: 4.6; BH1578 lux ind: inactive; TcdB GH inh: 0.9; PfHsp40 yeast: -2.1

Results for Cc1ccnc(NC(=O)Nc2cccc(F)c2)n1 ?
BoNT A protease: -0.5; SARS 3CLpro inh: 0.6; PriA SSB inh: -2.1; PrPC TRFRET: 5.0; Y pestis TopoI: -2.4; Anthrax LF prot: -1.3; BH1578 lux ind: inactive; TcdB GH inh: 0.7; PfHsp40 yeast: -1.1

What do the screens show for `CCOC(=O)C(NC(=O)c1cccnc1)(Nc1cccc(C)n1)C(F)(F)F` (stereo not drawn)?
BoNT A protease: 0.6; SARS 3CLpro inh: 5.9; PriA SSB inh: -14.7; PrPC TRFRET: -0.6; Y pestis TopoI: -0.2; Anthrax LF prot: 3.6; BH1578 lux ind: -0.7; PfHsp40 yeast: -0.2

Results for Cc1nc2ccccc2c(=O)n1NC(=O)Cc1ccc([N+](=O)[O-])cc1 ?
BoNT A protease: -1.1; SARS 3CLpro inh: 0.3; PriA SSB inh: -6.6; PrPC TRFRET: -0.3; Y pestis TopoI: 4.1; Anthrax LF prot: -1.4; BH1578 lux ind: 0.3; TcdB GH inh: 1.0; PfHsp40 yeast: 0.2

What do the screens show for `CC(=O)NCCc1ccc(S(=O)(=O)Nc2ccc3c(c2)OCCO3)cc1`?
BoNT A protease: 0.0; PriA SSB inh: -0.9; PrPC TRFRET: 8.9; Y pestis TopoI: 1.6; Anthrax LF prot: -2.6; BH1578 lux ind: -0.6; TcdB GH inh: -2.2; PfHsp40 yeast: -0.7

What do the screens show for `Clc1cccc(N/N=C/c2ccncc2)c1`?
BoNT A protease: 0.3; SARS 3CLpro inh: 0.3; PrPC TRFRET: -5.1; Y pestis TopoI: -6.6; Anthrax LF prot: 4.6; BH1578 lux ind: -0.6; PfHsp40 yeast: -1.6

How did CCn1nccc1C(=O)Nc1cccc(C)c1C do in these assays?
BoNT A protease: -6.5; SARS 3CLpro inh: 1.5; PriA SSB inh: -2.9; PrPC TRFRET: 4.3; Y pestis TopoI: -3.9; Anthrax LF prot: -7.6; BH1578 lux ind: inactive; TcdB GH inh: -0.3; PfHsp40 yeast: -0.1

What do the screens show for `COc1cc(NC(=O)c2cnn3c(C(F)F)cc(C4CC4)nc23)c(OC)cc1Cl`?
BoNT A protease: 0.0; SARS 3CLpro inh: 3.2; PriA SSB inh: -4.4; PrPC TRFRET: 0.5; Y pestis TopoI: 2.3; Anthrax LF prot: -0.7; BH1578 lux ind: inactive; TcdB GH inh: -0.3; PfHsp40 yeast: -0.2

What do the screens show for `Cc1ccc(C(=O)NCC(=O)OCc2c(F)cccc2Cl)cc1`?
BoNT A protease: -1.7; PriA SSB inh: -18.1; PrPC TRFRET: -2.5; Y pestis TopoI: 2.5; Anthrax LF prot: 3.0; BH1578 lux ind: inactive; TcdB GH inh: 1.9; PfHsp40 yeast: 0.6

How did Cc1nn(-c2ccccc2)c2c1C(c1ccc([N+](=O)[O-])cc1)C(C#N)=C(N)O2 (stereo not drawn) do in these assays?
BoNT A protease: -1.8; SARS 3CLpro inh: 2.5; PriA SSB inh: 28.2; PrPC TRFRET: -13.8; Y pestis TopoI: -10.9; Anthrax LF prot: 2.6; BH1578 lux ind: -0.5; TcdB GH inh: 0.0; PfHsp40 yeast: 1.9

Compounds listed so far containing an aryl thioether with sulfur outside any ring:
What do the screens show for `Cc1nc(SCC(=O)c2ccccc2)[nH]c(=O)c1Oc1ccc(Cl)cc1`?
BoNT A protease: -0.8; SARS 3CLpro inh: -0.4; PriA SSB inh: -10.1; PrPC TRFRET: -1.9; Y pestis TopoI: 9.8; Anthrax LF prot: 1.4; BH1578 lux ind: -0.6; TcdB GH inh: 0.0; PfHsp40 yeast: -0.4

How did Cn1c(CCc2ccccc2)nnc1SCC(=O)N1CCOCC1 do in these assays?
BoNT A protease: 1.2; SARS 3CLpro inh: -0.6; PriA SSB inh: -8.1; PrPC TRFRET: -0.7; Y pestis TopoI: -2.0; Anthrax LF prot: -4.7; BH1578 lux ind: -0.3; PfHsp40 yeast: -0.1
